Screening results from PubChem.
D2 ag: activates the human D2 dopamine receptor. AID 485358. activation, % at 2 µM. HEK293 T-REx D2 cells, calcium flux agonist mode. hit rate 0.53% among 340,000;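 active = activation over 3 SD above normal in the single-dose calcium agonist read, cut at about 30% in these data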; also: 0% is about no effect
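Tetracycline-induced HEK293 T-REx cells with force-coupled D2 receptor, plated overnight at 30 C, loaded with no-wash calcium dye. After a 10 s baseline, compound was pin-added and calcium flux read kinetically for 180 s; calcium rises flagged agonists.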
D2 antagonist: antagonizes the human D2 dopamine receptor; P14416; AID 485344; inhibition, % at 10 µM; HEK293 TREx D2 cells, calcium flux, dopamine EC80; hit rate 2% among 340,000; in the data active = inhibition above about 30%; also: 0% is about no effect
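Overnight-induced (tetracycline, 30 C) HEK293 T-REx cells carrying force-coupled D2 receive a no-wash calcium dye, then compound, then EC80 dopamine at 180 s; signals are read kinetically throughout.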
TRHR enhancer: TRH receptor (human) allosteric enhancement; P34981; enhancement, % at 2 µM; hit rate 0.66% among 360,000; TRHR cells, fluo-8 calcium fluorescence, EC20 TRH enhancement; in the data active = enhancement above about 30%; also: 0% is about no effect
Target sequence (P34981 whole entry, looked up): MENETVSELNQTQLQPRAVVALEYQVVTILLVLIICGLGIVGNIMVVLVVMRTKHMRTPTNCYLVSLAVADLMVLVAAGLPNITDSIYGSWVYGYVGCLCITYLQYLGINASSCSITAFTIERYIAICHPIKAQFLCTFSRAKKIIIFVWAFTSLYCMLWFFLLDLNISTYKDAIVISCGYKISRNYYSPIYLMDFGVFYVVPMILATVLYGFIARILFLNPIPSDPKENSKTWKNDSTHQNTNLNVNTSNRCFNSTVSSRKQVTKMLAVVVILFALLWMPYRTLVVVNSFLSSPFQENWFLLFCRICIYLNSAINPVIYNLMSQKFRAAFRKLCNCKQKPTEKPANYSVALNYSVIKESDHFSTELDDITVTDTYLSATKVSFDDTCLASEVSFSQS
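TRHR-expressing cells loaded with fluo-8 calcium dye were read kinetically (ex 480/em 530) during compound addition, then stimulated with an EC20 of TRH (10 nM final). Enhancement of the Gq-mediated intracellular calcium response was scored.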
RXFP1 antag: antagonists of human relaxin receptor RXFP1. HEK293-RXFP1, relaxin-stimulated cAMP HTRF, 30 min; hits give low values. hit rate 0.59% among 350,000. activity change, negative = inhibition, % at 57.5 µM. AID 1259400;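 active = activity change of -60% or lower, but not beyond a set lower limit; inconclusive = change between -60% and -40%, or beyond the set limit; inactive = change above -40%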; also: % is scaled to controls: 0 for no effect and ±100 for the full control effect
D1 antagonist: antagonists of human D1 dopamine receptor. activity change, negative = inhibition, % at 10 µM. AID 504652. HEK293 TREx D1 cells, calcium flux, dopamine EC80; hits give low values. hit rate 3.2% among 360,000. P21728; in the data active = activity change below about -30%; also: % is scaled to controls: 0 for no effect and ±100 for the full control effect
Target sequence (P21728 whole entry, looked up): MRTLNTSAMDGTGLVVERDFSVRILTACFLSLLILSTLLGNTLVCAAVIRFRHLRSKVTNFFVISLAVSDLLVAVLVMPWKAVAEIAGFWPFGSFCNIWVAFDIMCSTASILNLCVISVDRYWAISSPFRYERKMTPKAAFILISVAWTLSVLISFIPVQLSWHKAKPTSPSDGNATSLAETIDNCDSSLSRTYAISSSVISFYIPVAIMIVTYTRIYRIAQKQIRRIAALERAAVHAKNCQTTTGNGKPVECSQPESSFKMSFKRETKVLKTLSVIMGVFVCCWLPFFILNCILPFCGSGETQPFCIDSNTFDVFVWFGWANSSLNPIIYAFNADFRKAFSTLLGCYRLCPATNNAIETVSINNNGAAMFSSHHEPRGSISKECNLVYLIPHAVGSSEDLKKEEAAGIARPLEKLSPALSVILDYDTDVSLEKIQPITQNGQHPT
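Antagonism measured as reduced calcium response to an EC80 dopamine addition following 180 s compound pre-read; cells were inducible HEK293 Trex D1 plated overnight at 30 C, read kinetically at 1 cycle/sec.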
D2 potentiator: D2 dopamine receptor (human) potentiation; P14416; HEK293 T-REx D2, calcium flux, EC20 dopamine potentiation; potentiation, % at 10 µM; hit rate 0.34% among 340,000;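 active = potentiation over 3 SD above the plate norm, cut at about 30% in these data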; also: 0% is about no effect
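Potentiation of an EC20 dopamine calcium response measured kinetically over 180 s, after a preceding 180 s compound-only read flagging agonists. Cells: inducible Hek293 Trex D2 line, 4000/well, cultured overnight at 30 C before dye loading.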
D1 potentiator: enhances dopamine response at the human D1 receptor; HEK293 TREx D1 cells, calcium flux, dopamine EC20 potentiation; potentiation, % at 10 µM; hit rate 0.036% among 360,000; in the data active = potentiation above about 30%; also: 0% is about no effect
RXFP1 ag: RXFP1 (human) receptor agonism; Q9HBX9; HEK293T-RXFP1 cAMP TR-FRET, 30 min; response scale: percent of porcine relaxin response, buffer zero; Potency, µM (titrated, usually from 57.5 µM), without a hit: at the top dose activation, usual class: activators; hit rate 0.3% among 370,000; active = well fitted activation curve with a large enough effect; inconclusive = small, poorly fitted or top-dose-only effect; also: potency is read from the fitted curve at half-maximal effect; % is scaled to controls: 0 for no effect and ±100 for the full control effect; nearly all actives have a fitted effect of over 60% in size; many of its hits are not listed in these tables
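HEK293 cells stably expressing RXFP1, treated 30 min at 37C with compounds plus PDE4 inhibitor Ro 20174; cAMP measured by HTRF TR-FRET. Normalized to buffer and 29 nM porcine relaxin; EC50 by Hill fit.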
D1 ag: agonists of human D1 dopamine receptor; P21728; HEK293 T-REx D1 cells, calcium flux, agonist mode; activation, % at 2 µM; hit rate 1% among 360,000; in the data active = activation above about 30%; also: 0% is about no effect
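Tetracycline-induced HEK293 TREx D1 cells, force-coupled to calcium signalling, were dye-loaded with a no-wash calcium kit. Compound was pin-added after a 10 s baseline. Fluorescence was read kinetically at 1 cycle/s for 180 s, with calcium rises flagged as agonism.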
The depositor's hits bear a star; ? = inconclusive; · = not tested or not shown; & = joins results of further samples; ! = repeats disagree.

SMILES	D2 ag	D2 antagonist	TRHR enhancer	RXFP1 antag	D1 antagonist	D2 potentiator	D1 potentiator	RXFP1 ag	D1 ag
CCOc1ccc(-c2noc(CCC(=O)NCC3CCCO3)n2)cc1OC (stereo not given)	0.5	17	2	10	7	2	·	2.5%	1
CC(=O)OC1OCCOC1NC(=S)Nc1ccc(C)cc1 (stereo not given)	0.6	6	-5	4	1	-8	-4	2.2%	2
Cc1cc(C)nc(SCc2ccc(C(=O)N/N=C3\CC(C)CC(C)(C)C3)cc2)n1 (stereo not given)	0.3	-13	1	-1	-6	8	11	-0.9%	2
Cc1ccc(-n2c(=O)c3c4c(sc3n(CC(=O)Nc3ccccc3C)c2=O)CCCCC4)cc1C	-1.1	·	8	·	-9	0	2	-0.2%	2
Cc1ccc(CN2CCC(C(=O)NCCC(C)C)CC2)o1	0.1	30*	-4	-4	4	-4	-1	-1.0%	1
CCOC(=O)N1C=CC=C[C@@H]2[C@@H](N3C(=O)c4ccccc4C3=O)C(=O)N21	-0.1	-4	-10	7	4	-15	-1	-0.9%	3
CC(C)CCNC(=O)C1CCCN(S(=O)(=O)c2ccc(F)cc2)C1 (stereo not given)	-0.4	-7	-4	6	6	9	-6	-0.4%	2
COc1ccccc1NS(=O)(=O)N(C)C	-0.1	1	-3	-4	-7	-5	-2	1.1%	4
O=C(/C=N/O)NCc1cccnc1	·	·	8	-15	-27	·	-1	-1.2%	0
CCOC(=O)CCn1cnc2ccc([N+](=O)[O-])cc2c1=O	0.2	9	4	-3	-15	-6	2	1.2%	0
Cc1ccc(CCNC(=O)CCS(=O)(=O)c2cc3c(cc2C)NC(=O)CO3)cc1	0.1&-0.7	43*	3&-4	-7&11	-86*!	16	-1&-2	2.1%&1.3%	0&2
CCOc1cc(CNC(C)C)c(Cl)cc1OCC(=O)NCCc1ccccc1	0.1	-6	-5	-21	13	-9	0	1.2%	6
CCC(C)NC(=O)C1CCN(C(=O)COc2ccc3c4c(c(=O)oc3c2C)CCCC4)CC1 (stereo not given)	0.0	5	1	-20	8	4	2	-1.0%	3
O=C(COc1cccc2ccccc12)NCc1cccnc1	0.3	2	0	-6	6	16	-3	-1.1%	1
COc1ccccc1NC(=O)/C(C#N)=C/c1ccc(OCCN2CCOCC2)c(OC)c1	1.2	-11	4	-7	-10	8	-6	-1.1%	2
Cc1ccc(-c2cn(-c3ccc(OC(F)F)cc3)c3[n+]2CCCCC3)cc1	0.3	4	-1	-12	16	-2	-4	-5.6%	1
Cc1ccc(C(=O)Nc2ccc(-c3nc4ccccc4s3)cc2C)cc1C	-0.3	·	7	·	4	-3	2	22%	-1
FC(F)(F)c1cnc(NNC(=S)Nc2ccccc2Cl)c(Cl)c1	12	6	2	-12	-33*	11	-5	0.0%	26
COc1ccc(/C=N/Nc2ccc([N+](=O)[O-])cc2)cc1Cn1cc([N+](=O)[O-])cn1	-0.9	0	-8	-4	·	-2	-4	2.9%	19
Cc1ccc2c(CN3CC(C)CC(C)C3)cc(=O)oc2c1C (stereo not given)	-1.5	24	-2	-12	-12	5	-6	-0.7%	1
CC(=O)c1ccc(NC(=O)Cc2ccsc2)cc1	0.0	25	1	26	-5	-17	-4	-1.8%	-2
COc1ccc(-c2cc3ccccc3n2CC(O)CN2CCOCC2)cc1 (stereo not given)	-0.4	5	1	-4	2	-22	3	0.5%	5
COC(=O)c1ccccc1NC(=O)CCS(=O)(=O)c1ccc(Br)s1	-1.0	-15	0	-4	2	0	7	0.5%	3
COc1ccc2nc(Nc3nc(CSc4ccc(C)cc4)cc(=O)[nH]3)nc(C)c2c1	1.7	10	-12	-2	36	-12	4	-1.4%	2

The last 2 entries of the section before come first, to join the parts:
SMILES	D2 ag	D2 antagonist	TRHR enhancer	RXFP1 antag	D1 antagonist	D2 potentiator	D1 potentiator	RXFP1 ag	D1 ag
COC(=O)c1ccccc1NC(=O)CCS(=O)(=O)c1ccc(Br)s1	-1.0	-15	0	-4	2	0	7	0.5%	3
COc1ccc2nc(Nc3nc(CSc4ccc(C)cc4)cc(=O)[nH]3)nc(C)c2c1	1.7	10	-12	-2	36	-12	4	-1.4%	2
O=C1c2ccccc2CCC12N=NCC2c1ccccc1 (stereo not given)	-0.3	-19	-5	3	-4	15	-3	1.1%	1
O=C(COC(=O)c1ccc(Cl)nc1)NCCNC(=O)COC(=O)c1ccc(Cl)nc1	-0.2	-6	-2	-5	4	-1	-8	-0.2%	1
Cc1oc2c(CN3CCCC3)c(O)ccc2c(=O)c1-c1ccccc1	0.0	2	1	5	2	10	-1	2.3%	2
Cc1ccc(S(=O)(=O)N2CCOCC2)cc1C(=O)Nc1ccc2c(c1)CCC2	·	·	-4	8	-4	·	-3	0.0%	3
O=C1CS/C(=N/N=C/c2ccc(OS(=O)(=O)c3ccccc3)cc2)N1	-2.9	-20	-5	-30	-13	-1	-5	2.0%	2
Cc1ccc(CN2CC(C(=O)Nc3ccc4c(C)cc(=O)oc4c3)CC2=O)cc1 (stereo not given)	1.0	-72	1	-6	-9	2	-6	0.5%	1
Cc1ccccc1-n1nc(C)c2cc(C(=O)N3CCOCC3)sc21	-1.1	-7	-20	-3	-9	-21	-1	3.2%	2
CCC(C)NC(=O)COC(=O)c1cccnc1Nc1ccccc1F (stereo not given)	-1.0	2	-7	21	-10	6	-7	1.6%	2
Cc1ccc2nc(NC(=O)[C@H](C)N3C(=O)C4CC=CCC4C3=O)sc2c1 (stereo not given in full)	0.4	4	0	-27	-1	-1	5	4.7%	4
Cc1cc(C)c2c(=O)n(CC(=O)NCCCN3CCOCC3)sc2n1	-0.5	3	-8	·	0	-4	-5	7.2%	4
Cc1ccc(C)c(CN2C(=O)c3ccccc3S(=O)(=O)c3ccc(C(=O)NCCC4=CCCCC4)cc32)c1	0.3	·	-3	-5	0	-1	-5	6.2%	2
CCOC(=O)C1=C(O)C(=O)N(C2CCCCC2)C1	-0.1	1	-2	-5	20	10	2	1.8%	1
O=c1[nH]cnc2nc(-c3ccccc3)c(-c3ccccc3)nc12	0.3	-10	5	4	10	45*	-6	3.3%	-1
CCCC(=O)NC(=S)Nc1cccc2c(O)cccc12	0.9	-17	1	8	1	8	1	8.9%	5
O=C(O)c1ccc(N/N=C2/CCCc3ccccc32)cc1	-0.1	-11	2	10	-3	12	-4	-1.6%	3
Cc1cccc(CSc2nc3c(cc2C#N)CCC3)c1	-1.5	4	-5	-1	-5	-6	3	?	3
Cc1c(NC(=O)c2c(O)c3ccccc3n(C)c2=O)c(=O)n(-c2ccccc2)n1C	-0.8	-28	-7	8	9	0	4	4.5%	2
CN1C(=O)N(CC(=O)Nc2nccs2)C(=O)C12CCCCC2	0.3	-18	5	-7	-6	16	2	0.8%	2
CC1(C)CC(=O)C/C(=N/NC(=O)c2ccc(-c3ccccc3)cc2)C1	-0.4	-3	7	-14	-10	-5	-1	-0.5%	6
COc1ccc(OCC(=O)N/N=C/c2ccc(OC)c(OC)c2C(=O)O)cc1	0.2	13	2	2	15	3	-1	4.8%	1
Cc1cccc(OCCCC(=O)Nc2ccc(N3CCOCC3)cc2)c1	-0.6	-10	-2	14	1	-2	-6	-0.5%	5
O=C(CN(C(=O)CCC(=O)Nc1nccs1)C1CCCC1)NCc1ccc2c(c1)OCO2	0.1	6	5	6	-2	1	-4	1.4%	3
CN=C(Nc1ccc(C(=O)OC)cc1)SC1CC(=O)N(c2ccccc2F)C1=O (stereo not given)	-0.2	-4	5	-2	-3	-3	-1	0.0%	4
COc1ccccc1N1CCN(C(=O)CN2C(=O)C3CCCCC3C2=O)CC1 (stereo not given)	0.7	-3	1	1	-5	-7	0	-0.7%	1
COc1ccc(N2CC(C(=O)Nc3cc(C(F)(F)F)ccc3N3CCCC3)CC2=O)c(OC)c1 (stereo not given)	·	·	-1	8	20	·	-4	0.0%	4
CCC(C(=O)Nc1cc(F)ccc1F)n1nc(-c2cc(C)ccc2C)ccc1=O (stereo not given)	·	·	-13	·	3	23	2	-1.1%	0
O=C(Nc1cccc2cccnc12)c1c(Cl)cc(Cl)cc1Cl	·	·	0	·	-15	·	14	·	2
O=C(Nc1cn(-c2ccccc2)nc1-c1ccc(Cl)cc1)c1ccccc1	-1.1	-11	-2	·	-13	7	-17	2.4%	4
CCc1ccc(CN2C(=O)c3ccccc3C2C(=O)NCC2CCCO2)cc1 (stereo not given)	0.9	3	3	-7	26	11	-4	2.5%	1
Cc1ccc2c(c1)/C(=N/OC(=O)c1ccc(F)cc1)CCS2	-0.1	-7	20	2	5	-2	3	-0.5%	8
O=C(c1ccc2snnc2c1)N1CCN(c2ccccc2)CC1	0.6	-5	13	2	-15	9	1	0.8%	1
Cc1ccc(N2C(=O)[C@@H]3Cc4ccccc4CN3C2=O)cc1	1.0	3	-6	-3	-5	-7	-7	0.1%	1
CCCCn1c(SCc2nnc(-c3ccccc3)o2)nc2c1c(=O)n(C)c(=O)n2C	-0.6	-15	-8	0	2	-11	3	4.7%	5
CCn1c(SCC(=O)NNC(=O)c2ccc(C)cc2)nnc1-c1ccco1	-2.4	1	-1	3	7	2	-1	0.3%	1
CCOC(=O)c1cccc(NC(=O)C(Cc2ccccc2)NS(=O)(=O)c2cccc3nsnc23)c1 (stereo not given)	-0.5	·	-1	-30	-3	7	-1	1.9%	2
O=[N+]([O-])c1ccc(N2CCCCC2)cc1SCCO	-0.4	-3	-3	0	-9	-4	-9	-1.0%	0
COCCOC(=O)c1c(C)oc2ccc(OCC=C(C)C)cc12	0.0	6	0	10	4	5	6	-0.6%	7
CC1(C)CC2(CCO1)C(Nc1ccccc1)=NC(=S)N2CC(N)=O (stereo not given)	1.4	2	7	6	-13	-1	-6	3.0%	4
Brc1ccc2nc(SCCOc3ccccc3)[nH]c2c1	-1.2	·	-5	·	-24	-10	-4	1.7%	3
C=CCNC(=O)c1scc2c1CCCC2	1.2	7	-1	5	-1	-6	-3	-0.4%	3
Cc1ccc(C(=O)NNC(=O)/C=C\C(=O)O)cc1	-0.5	27	-1	-32	-10	-26	2	4.8%	1

Three entries from above in a different format:
> COc1ccc(/C=N/Nc2ccc([N+](=O)[O-])cc2)cc1Cn1cc([N+](=O)[O-])cn1
  D2 ag = -0.9 | D2 antagonist = 0 | TRHR enhancer = -8 | RXFP1 antag = -4 | D1 antagonist = · | D2 potentiator = -2 | D1 potentiator = -4 | RXFP1 ag = 2.9% | D1 ag = 19
> Cc1ccc2c(CN3CC(C)CC(C)C3)cc(=O)oc2c1C (stereo not given)
  D2 ag = -1.5 | D2 antagonist = 24 | TRHR enhancer = -2 | RXFP1 antag = -12 | D1 antagonist = -12 | D2 potentiator = 5 | D1 potentiator = -6 | RXFP1 ag = -0.7% | D1 ag = 1
> CC(=O)c1ccc(NC(=O)Cc2ccsc2)cc1
  D2 ag = 0.0 | D2 antagonist = 25 | TRHR enhancer = 1 | RXFP1 antag = 26 | D1 antagonist = -5 | D2 potentiator = -17 | D1 potentiator = -4 | RXFP1 ag = -1.8% | D1 ag = -2

Not all compounds are listed, so the mix of outcomes need not match the whole.
